Screening data (PubChem BioAssay)
Pf Dd2 inh = inhibitors of Plasmodium falciparum Dd2 growth. actives 4.3% (n = 120,000). P. falciparum Dd2 growth, SYBR Green, 72 h. Potency, µM (series often up to 28.9 µM), for inactives: at the highest dose activity, negative = inhibition, most hits filed as inhibitors. AID 1347417; active = well fitted inhibition curve with a large enough effect; inconclusive = small, poorly fitted or top-dose-only effect; inactive = no such curve, though single readings can be large or run the other way;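 note: plate controls were DMSO vehicle for no effect and reference drug for full effect; nearly all actives have a fitted effect of over 65% in size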
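Infected erythrocytes (Dd2, 0.3% parasitemia, 2.5% hematocrit final) are added to compound in RPMI-1640/Albumax II medium, grown 72 h at 37C in low oxygen, then lysed with saponin/Triton-X containing SYBR Green and read by fluorescence.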
The depositor's hits bear a star; i = inactive; ? = inconclusive; ! = repeats disagree; [ ] = another dose, or the depositor's remark. Potency is the fitted concentration of half-maximal effect.

SMILES	Pf Dd2 inh
O=C(CCC1CCN(S(=O)(=O)c2cccc(F)c2)CC1)N1CCc2ccccc2C1	i
Cc1cccc2nc(-c3ccccn3)c(Nc3ccc(F)cc3)n12	3.2µM*
CC(C)(N)C(=O)N1CCN(c2nc(-c3ccccc3)nc3c2CCC3)CC1	i
O=S(=O)(c1cc(F)cc(F)c1)N1CCC(C2CCNC2)CC1 (stereo not drawn)	?
COc1cc(Cl)c(C)cc1NC(=O)c1cnc(N2CCCCC2)c2ccccc12	-24%
CN1CCC(C(=O)N2CCC3(CC2)OC(=O)N(Cc2ccccc2F)C3(C)c2ccccc2)CC1 (stereo not drawn)	5.6µM*
Cc1ccc(S(=O)(=O)N2CCN(C3CCN(Cc4ccccn4)C3=O)CC2)cc1F (stereo not drawn)	?
COCC1CN(C(C)=O)CC12CCN(C(=O)COc1ccccc1)CC2 (stereo not drawn)	-18%
CC(=O)N(C1CC1)C1CCOC2(CCN(C(=O)Nc3ccccc3F)CC2)C1 (stereo not drawn)	i
O=C(Cc1ccsc1)N1CCC(n2cc(-c3nc(-c4ccccc4)no3)nn2)CC1	-7%
O=C(NCC1CCCCC1)C1CCc2nc(N3CCN(C(=O)C4CCC4)CC3)sc2C1 (stereo not drawn)	4%
CC1Oc2ccc(NS(=O)(=O)c3ccc(F)cc3)cc2CN(Cc2ccc(F)cc2)C1=O (stereo not drawn)	-20%
CC(=O)N1CCC(NC[C@H]2COCc3nc4ccccc4n32)CC1	7%[44.1 µM]
O=C(O)c1ccc(-c2cccc(O)c2)cc1	?
Cn1ncc(N2CCC(C(=O)N3CCCCC3)C2)cc1=O (stereo not drawn)	23%
Cc1ccc(-c2cc(NC(=O)c3ccccc3Cl)on2)cc1	4%
O=C(NCc1ccc(F)cc1)N1CCCC(Cc2noc(-c3cccnc3)n2)C1 (stereo not drawn)	?
CN1CCOC[C@H]2CCN(C(=O)c3ccncc3)C[C@H]21	i
Cc1occc1C(=O)N1CCC(C2CCN(c3ncccn3)CC2)C1 (stereo not drawn)	-21%
Cc1ccc(C(=O)N2CCc3nc(C(C)C)nc(-c4ccc(O)cc4)c3C2)cc1	i
Cc1cccc(OCCSc2nc3ccccc3n2CC(=O)N2CCOCC2)c1	-7%
O=C(Nc1ccccc1C(F)(F)F)N1CCOc2ccc(Cl)cc21	10%
Cc1ccc(C2c3c(oc4ccccc4c3=O)C(=O)N2c2nnc(C)s2)cc1 (stereo not drawn)	9%
CCN(C(=O)Cc1c(C(=O)O)c(C)cn1C)c1cccc(Cl)c1	9%
Cn1nc(C(=O)N2CCc3c(ncnc3N3CCOCC3)C2)ccc1=O	i
Cc1nc(N2CCN(C(=O)c3ccc4c(c3)OCO4)CC2)cc(C(F)(F)F)n1	i
O=C(N1CCCC(Nc2ccc(F)cc2)C1)C12CC3CC(CC(C3)C1)C2 (stereo not drawn)	i
O=C(CCCCCn1c(=O)c2sccc2n(CC(=O)Nc2ccccc2F)c1=O)NCc1ccc2c(c1)OCO2	?
CCc1ccc(-n2c(=O)c3c4c(sc3n(CC(=O)NC(C)CC)c2=O)CCCC4)cc1 (stereo not drawn)	i
COc1ccc(OC)c(Nc2ncnc3c2nc2n3CCCC2)c1	9%
Cc1cccc(CC(=O)N2CCC(Cc3nc(-c4cnccn4)no3)CC2)c1	5%
O=C1N2CCCC2CN1C1CCN(Cc2ccccn2)CC1 (stereo not drawn)	-16%[44.1 µM]
CCN1c2cc(C(=O)NCc3cc(F)cc(F)c3)ccc2C(=O)N2CCCCCC21 (stereo not drawn)	?
CN1CCN(C(=O)[C@@H]2CCC[C@@H](NCc3ccc(F)cc3)CN(C)C(=O)C2)CC1	10%[44.1 µM]
COc1cc(CN2CCN(C)C(C(=O)O)C2)c(Cl)cc1OC(C)C (stereo not drawn)	8%
CCCN(CCC)S(=O)(=O)c1ccc(N2CCCCS2(=O)=O)cc1	17%
COCC(=O)N[C@@H]1CN(Cc2ccc(F)c(OC)c2)C[C@H]1CO	24%
CCN(CC)C(=O)Cn1cc(SCC(=O)Nc2ccccc2C)c2ccccc21	233%[activator][5.79 µM]
CCCNC(=O)C1(c2ccc(NS(C)(=O)=O)cc2)CCCCC1	5%
COc1ccccc1CN1CC[C@@H](CO)N(C)c2nc(C)ccc2C1	?
O=C1c2ccccc2CN1C1CCN(Cc2ccccc2)CC1	?
Cc1nc(-c2cn(C3CCCN(C(=O)c4cccc(Br)c4)C3)nn2)no1 (stereo not drawn)	146%[activator]
COc1ccc(N(Cc2ccccc2)C(=O)c2nc(S(C)(=O)=O)ncc2Cl)cc1	?
Cn1nc(C2CCN(C(=O)c3ccsc3)CC2)c2c1CCOC2	41%[activator][5.79 µM]
CCOCCCNC(=O)C1CCCN(Cc2nc(-c3ccc(CC)cc3)oc2C)C1 (stereo not drawn)	?
CN1CCCN(C(=O)NCCc2ccccc2)c2ccccc21	-11%
COC(=O)c1cc2oc(C)cc2n1CC(=O)Nc1ccc(OC)c(OC)c1	?
Cc1onc(-c2cnn(C)c2NCCc2ccccc2)c1C(=O)NCc1ccoc1	-21%[44.1 µM]
Cc1noc(C)c1Cc1ccc(C(=O)N2CCCCCCNC(=O)CC2)o1	i
CCNC(=O)[C@@H]1C[C@@H](NC(=O)CO)CN1C(=O)CCc1ccc(O)cc1	-12%
N#Cc1ccccc1NC(=O)C(=O)NCCc1csc2nc(-c3cccc(F)c3)nn12	-18%
O=C(NCc1ccccc1)c1cc(Sc2cccc(Cl)c2)nc2ccccc12	-16%
O[C@@H]1CCN(Cc2nc(C3(O)CCNCC3)cs2)C1	29%[44.1 µM]
Cc1ccc2oc3c(c(=O)c2c1)C(c1ccccc1F)N(CCCN1CCOCC1)C3=O (stereo not drawn)	?
COCCN1CC2(CCCN(C(=O)c3ccc(C)n(C)c3=O)C2)CCC1=O (stereo not drawn)	-10%
CCCCc1ccc(C(=O)Nc2ccc3nc(N4CCN(CC)CC4)cc(C)c3c2)cc1	4.5µM*
O=C(NC1CCCC1)C1CCCCC(=O)N1Cc1ccccc1 (stereo not drawn)	-1%
COc1cccc(CN2CCC3(CC2)CC(c2ccccc2)C(=O)N3C)c1 (stereo not drawn)	-20%
O=C(NCC(F)(F)F)c1nc2sccn2c1Br	13%[44.1 µM]
Cc1noc(-c2ccn3c(CNC(=O)Cc4cccc(F)c4)nnc3c2)n1	-3%
New compounds follow
SMILES	Pf Dd2 inh
Cc1c(NC(=O)c2nc3ccccc3nc2N2CCCCC2)cccc1[N+](=O)[O-]	?
CCCn1c2ccccc2c2cnn(CC(=O)NCC3CCN(Cc4ccccc4C)CC3)c(=O)c21	i
CCCCOc1ccc(CNC(=O)CN2C(=O)CCn3nc(-c4cn(C)c5ccccc45)cc32)cc1	-28%
CC(C)c1noc(CC2CCN(C(=O)c3cccc(N(C)C)c3)CC2)n1	-38%
COc1ccc(-c2noc(-c3ccc(NCCc4ccccc4)c([N+](=O)[O-])c3)n2)cc1	80%[activator]
Cn1nc2n(c1=O)CCC(N)CC2 (stereo not drawn)	30%
COc1ccc(N2CCN(c3nc(C(=O)NCc4ccco4)cs3)CC2)cc1	-7%
Cc1ccc(NC(=O)C2CCCN(S(=O)(=O)c3ccc4[nH]c(=O)ccc4c3)C2)cc1Cl (stereo not drawn)	i
COCc1nc(NCc2nc(-c3cccnc3)no2)c2cnn(C)c2n1	-5%
COc1cccc(-c2cc3c(=O)n(CCNC(=O)c4ccc(OC)c(F)c4)ccn3n2)c1	-6%
Cc1ccc(C(=O)Nc2ccc3oc(-c4ccccc4C)nc3c2)cc1	16%
COc1cccc(CC(=O)N2CCCN(S(=O)(=O)c3ccccc3)CCC(=O)NCC2)c1	-4%
COc1ccc(NC(=O)C(NC(=O)/C=C\c2ccc3c(c2)OCO3)c2ccccc2)cc1 (stereo not drawn)	10µM*
O=C1CO[C@H]2CN(Cc3ccncc3)C[C@H]2N1Cc1ccccc1	i
CCC(=O)N1CCCN(S(C)(=O)=O)c2ccccc21	-4%
COc1ccc(C(=O)N[C@@H]2CCC[C@@H]2C(=O)NC2CCCCCC2)cn1	-21%
COc1ccc(-c2noc(CSCC(=O)Nc3cc(OC)c(OC)c(OC)c3)n2)cc1OC	20%
O=C(NC1CCCCC1)N1CCc2n[nH]c(=O)n2CC1	10%
O=C(C[C@H]1NC(=O)c2ccccc2NC1=O)NCCc1nc2ccccc2[nH]1	-8%
CN(Cc1cccc(OC(F)(F)F)c1)C(=O)C1(c2ccc(Cl)cc2)CCOCC1	?
COc1ccc(-c2ccc(=O)n(CC(=O)Nc3cc(OC)ccc3OC)n2)cc1	?
COc1ccc(CN2C(=O)O[C@@H]3CN(C(=O)NC4CCCCC4)C[C@@H]32)cc1OC	6%
CCCN(CCC)C(=O)Cn1c(=O)n(-c2ccc(CC)cc2)c(=O)c2c3c(sc21)CCC3	-8%
COc1ccc(NC(=O)Cn2ccn(Cc3ccccc3)c(=O)c2=O)cc1Cl	14%
O=C(c1ccc(Cl)cc1)N1CC2(CCCN(CC3CC3)C2)Cc2ccccc21 (stereo not drawn)	?
O=C1NCc2ccccc2CC12CCCN(Cc1cccc(Cl)c1)C2 (stereo not drawn)	?
Cc1ccc(-c2cccc(CN3CCCC(c4nc5ccc(F)cc5c(=O)[nH]4)C3)c2)c(C)c1 (stereo not drawn)	13µM*!
COc1ccc(C(=O)N2CCCCCCNC(=O)[C@@H]3CCC[C@@H]32)cc1	14%
N#Cc1ccc2nc(CO[C@H]3CN(Cc4ccccc4F)C[C@H]3F)[nH]c2c1	?
Cc1cccc(NC(=O)c2ccc(-n3cnc4cccnc43)cc2)c1C	1%

Some of these compounds in order of formula weight, falling:
SMILES	Pf Dd2 inh
CCCCOc1ccc(CNC(=O)CN2C(=O)CCn3nc(-c4cn(C)c5ccccc45)cc32)cc1	-28%
COc1ccc(-c2noc(CSCC(=O)Nc3cc(OC)c(OC)c(OC)c3)n2)cc1OC	20%
COc1cccc(CC(=O)N2CCCN(S(=O)(=O)c3ccccc3)CCC(=O)NCC2)c1	-4%
CCCN(CCC)C(=O)Cn1c(=O)n(-c2ccc(CC)cc2)c(=O)c2c3c(sc21)CCC3	-8%
Cc1ccc(-c2cccc(CN3CCCC(c4nc5ccc(F)cc5c(=O)[nH]4)C3)c2)c(C)c1 (stereo not drawn)	13µM*!
COc1cccc(-c2cc3c(=O)n(CCNC(=O)c4ccc(OC)c(F)c4)ccn3n2)c1	-6%
COc1ccc(NC(=O)C(NC(=O)/C=C\c2ccc3c(c2)OCO3)c2ccccc2)cc1 (stereo not drawn)	10µM*
CN(Cc1cccc(OC(F)(F)F)c1)C(=O)C1(c2ccc(Cl)cc2)CCOCC1	?
COc1ccc(-c2noc(-c3ccc(NCCc4ccccc4)c([N+](=O)[O-])c3)n2)cc1	80%[activator]
COc1ccc(CN2C(=O)O[C@@H]3CN(C(=O)NC4CCCCC4)C[C@@H]32)cc1OC	6%
COc1ccc(NC(=O)Cn2ccn(Cc3ccccc3)c(=O)c2=O)cc1Cl	14%
COc1ccc(N2CCN(c3nc(C(=O)NCc4ccco4)cs3)CC2)cc1	-7%
O=C(c1ccc(Cl)cc1)N1CC2(CCCN(CC3CC3)C2)Cc2ccccc21 (stereo not drawn)	?
Cc1c(NC(=O)c2nc3ccccc3nc2N2CCCCC2)cccc1[N+](=O)[O-]	?
O=C(C[C@H]1NC(=O)c2ccccc2NC1=O)NCCc1nc2ccccc2[nH]1	-8%
N#Cc1ccc2nc(CO[C@H]3CN(Cc4ccccc4F)C[C@H]3F)[nH]c2c1	?
COc1ccc(C(=O)N[C@@H]2CCC[C@@H]2C(=O)NC2CCCCCC2)cn1	-21%
CC(C)c1noc(CC2CCN(C(=O)c3cccc(N(C)C)c3)CC2)n1	-38%
O=C1NCc2ccccc2CC12CCCN(Cc1cccc(Cl)c1)C2 (stereo not drawn)	?
COCc1nc(NCc2nc(-c3cccnc3)no2)c2cnn(C)c2n1	-5%
COc1ccc(C(=O)N2CCCCCCNC(=O)[C@@H]3CCC[C@@H]32)cc1	14%
Cc1cccc(NC(=O)c2ccc(-n3cnc4cccnc43)cc2)c1C	1%
O=C1CO[C@H]2CN(Cc3ccncc3)C[C@H]2N1Cc1ccccc1	i
CCC(=O)N1CCCN(S(C)(=O)=O)c2ccccc21	-4%
O=C(NC1CCCCC1)N1CCc2n[nH]c(=O)n2CC1	10%
Cn1nc2n(c1=O)CCC(N)CC2 (stereo not drawn)	30%

Sorted by count of non-hydrogen atoms (descending): part of the list above
SMILES	Pf Dd2 inh
CC(=O)N(C1CC1)C1CCOC2(CCN(C(=O)Nc3ccccc3F)CC2)C1 (stereo not drawn)	i
COCC1CN(C(C)=O)CC12CCN(C(=O)COc1ccccc1)CC2 (stereo not drawn)	-18%
COc1ccc(OC)c(Nc2ncnc3c2nc2n3CCCC2)c1	9%

Later entries
SMILES	Pf Dd2 inh
Cc1cc(C)c(NC(=O)c2nc3ccccc3nc2N2CCCCC2)c(C)c1	?
CCC1CN(Cc2nc(CCOC)no2)CCC(=O)N1Cc1ccccc1 (stereo not drawn)	-4%
CCOc1ccc(NC(=O)C(NC(=O)C2CCC(C)CC2)C(C)C)cc1 (stereo not drawn)	6%
COc1ccc(Cn2c(C3CCN(C(=O)Cc4ccccc4OC)CC3)n[nH]c2=O)cc1	10%
COc1ccc2nc3n(c2c1)[C@@H](CNCc1cnc2ccccc2c1)COC3	?
O=C1NCCCCCCN(C(=O)Cc2ccncc2)[C@@H]2CCC[C@H]12	36%[activator]

A portion of the library; count on the stated rates, not on these rows.
